HUVEC inhibit: blocks proliferation of human endothelial cells | HUVEC proliferation, CellTiter-Glo luminescence, 72 h; hits give low values | viability, % at 10 µM (by protocol) | 86,000 compounds, 1.1% hits | AID 648;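 active = viability at or below 30%; inactive = viability above 30%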;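 note: 100% = median luminescence of DMSO-only cell control wells on each plate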
F-actin modifier: cytoskeleton assembly modification. HUVEC TNFa F-actin phalloidin imaging, high content. inhibition, % at 2 µM. 91,000 compounds, 0.18% hits. AID 836;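 active = inhibition above the batch mean plus 3 SD and confirmed as a hit by visual image inspection, cut at about 30% in these data, passing the limit was not always enough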; note: strong numbers were not always called active
Fibroblast inh: blocks proliferation of human lung fibroblasts. LL 47 human lung fibroblast viability, ATP luminescence; hits give low values. viability, % at 10 µM. 85,000 compounds, 1.1% hits. AID 719;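 active = viability at or below 50% in the single dose screen; inactive = viability above 50%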;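 note: compound exposure lasted 72 h before the ATP readout; 100% = median luminescence of untreated cell-only wells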
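Material: human lung fibroblast line LL 47, low passage; Evaluation: viability percentage against median untreated-cell control; Buffer or medium: 15% FBS in IMEM; Incubation: 72 h compound exposure at 37 °C after overnight plating; Dosing: 0.1% DMSO in all compound wells; Measured by: CellTiter-Glo luminescence.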
Smad3 FoxH1 inh: Smad3 (human) transcription factor binding inhibition; P84022; TR-FRET Smad3/Dy647-FoxH1 peptide binding, europium anti-His; inhibition, % at 25 µM; 88,000 compounds, 0.29% hits; AID 630;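 active = compounds that reduce the energy-transfer binding signal between the protein and its labelled peptide by more than half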;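 note: 0% = Smad3 plus labelled peptide maximal FRET and 100% = peptide-only background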
HUVEC tox TNFa: HUVEC cytotoxicity counter-screen, TNF alpha stimulated; 93,000 compounds, 0.17% hits; AID 848; HUVEC TNFalpha-stimulated, Hoechst cell count, imaging; cell count reduction, % at 2 µM;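 active = cell count reduction exceeding the screen mean by over 5 SD, scaled to untreated wells per plate, cut at about 78% in these data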;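 note: cells counted after 24 h of TNF alpha exposure following the 1 h pretreatment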
VCAM1 TNFa inh: reduces TNF alpha induced VCAM1 expression in HUVEC | HUVEC TNFa-induced VCAM-1 immunofluorescence, high-content imaging | 95,000 compounds, 0.48% hits | AID 802 | inhibition, % at 2 µM;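 active = inhibition above the batch mean plus 3 SD, with images confirmed as a hit by eye, cut at about 37% in these data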;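 note: 0% = TNF-stimulated DMSO wells and 100% = unstimulated control wells; not every result past the cut was called active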
H69AR growth 86K: blocks growth of human H69AR lung tumor cells | H69AR lung tumor viability, ATP luminescence, 72 h; hits give low values | viability, % at 10 µM | 85,000 compounds, 6% hits | AID 598;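 active = viability at or below 40%; inactive = viability above 40%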;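 note: multidrug resistant small cell line overexpressing MRP-1 efflux transporter; 100% = mean luminescence of untreated control wells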
HUVEC tox IL1B: toxic to HUVEC cells under IL-1B stimulation; HUVEC cell count loss, Hoechst imaging, IL-1B stimulated; cell count reduction, % at 2 µM; 94,000 compounds, 0.41% hits;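 active = cell count reduction more than 3 SD above the screen-wide mean, cut at about 70% in these data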;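 note: normalized per plate to untreated control cells as the no-loss baseline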
PTK2B oligo ant: antagonists of human Pyk2 oligomerization; Q14289; Q293 cells, Pyk2 FERM NanoBiT luminescence; hits give low values; z-score (the deposit names both 25 µM and 10 µM); 99,000 compounds, 0.83% hits; AID 1347419;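 active = Z-score of -3 or lower, scaled per plate to the spread of control and sample wells; inactive = z-score above -3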;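 note: negative z-score means lost luminescence so less FERM oligomerization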
Target sequence (Q14289 whole entry, looked up): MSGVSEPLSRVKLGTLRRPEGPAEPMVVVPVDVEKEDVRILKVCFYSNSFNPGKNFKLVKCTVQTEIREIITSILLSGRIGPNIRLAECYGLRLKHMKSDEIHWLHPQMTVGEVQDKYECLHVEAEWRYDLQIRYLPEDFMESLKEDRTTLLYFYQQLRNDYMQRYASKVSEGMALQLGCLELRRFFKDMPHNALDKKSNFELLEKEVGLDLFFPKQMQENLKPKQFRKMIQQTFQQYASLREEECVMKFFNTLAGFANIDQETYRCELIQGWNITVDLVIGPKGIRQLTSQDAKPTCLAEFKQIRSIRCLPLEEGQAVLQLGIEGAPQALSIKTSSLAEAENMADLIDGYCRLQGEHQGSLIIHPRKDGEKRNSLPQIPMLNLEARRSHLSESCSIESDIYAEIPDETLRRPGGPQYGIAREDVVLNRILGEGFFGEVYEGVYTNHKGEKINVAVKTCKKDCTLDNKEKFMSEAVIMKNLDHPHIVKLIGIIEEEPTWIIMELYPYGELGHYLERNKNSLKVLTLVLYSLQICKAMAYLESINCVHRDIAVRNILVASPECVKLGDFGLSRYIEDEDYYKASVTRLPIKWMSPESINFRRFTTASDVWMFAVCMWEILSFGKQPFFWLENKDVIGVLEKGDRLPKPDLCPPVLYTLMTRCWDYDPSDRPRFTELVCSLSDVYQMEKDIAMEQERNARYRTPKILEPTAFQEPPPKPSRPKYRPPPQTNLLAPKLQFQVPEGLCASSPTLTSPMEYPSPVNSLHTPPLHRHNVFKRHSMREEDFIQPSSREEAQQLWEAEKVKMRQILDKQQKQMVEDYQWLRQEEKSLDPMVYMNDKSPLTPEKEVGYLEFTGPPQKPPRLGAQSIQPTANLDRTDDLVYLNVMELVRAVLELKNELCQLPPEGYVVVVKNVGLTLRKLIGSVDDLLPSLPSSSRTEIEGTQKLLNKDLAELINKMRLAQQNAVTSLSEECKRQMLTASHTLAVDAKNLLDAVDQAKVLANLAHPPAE
Active calls of the source: *; . = not tested or not shown; [ ] = remark or other dose. The list is partial; rates above refer to the full screens.

SMILES	HUVEC inhibit	F-actin modifier	Fibroblast inh	Smad3 FoxH1 inh	HUVEC tox TNFa	VCAM1 TNFa inh	H69AR growth 86K	HUVEC tox IL1B	PTK2B oligo ant
CC1CC1C(=O)OCC(=O)NCc1ccc(Cl)cc1Cl (stereo not drawn)	.	-4.7	.	.	4.3	9.7	.	8.3	0.79
O=C(CS(=O)(=O)Cc1ccccc1)Nc1nnc(C2CCCCC2)s1	89.9	.	96.7	3.0[fluorescence artefact?]	.	.	90.2	.	-0.05
O=C(COc1ccccc1)NCc1ccccc1	94.0	-26.2	94.2	10.3	-7.4	-5.2	116.7	-4.5	-0.49
COCc1cc(=O)[nH]c2cc(NC(=O)C(F)(F)F)c(C)cc12	.	-2.2	.	.	-9.9	7.9	.	-3.0	-0.18
CC(C)CCOP(=O)(c1ccc(N(C)C)cc1)C(O)c1ccccn1 (stereo not drawn)	84.6	18.7	84.5	-5.7	-17.7	6.5	91.9	8.1	1.26
NC(=O)C1CCN(C(=O)CSc2nc3ccccc3[nH]2)CC1	.	7.9	.	.	4.4	1.7	.	-1.7	0.14
COc1cccc(-c2ncc3ccccn23)c1	83.6	-15.0	94.9	-10.4	.	16.8	91.4	-17.2	-0.95
CN1CCC(OC(=O)c2ccc(Br)cc2)CC1	85.8	-3.6	92.4	-4.4	-9.2	6.4	90.6	.	0.73
O=C(NCC1CCCO1)c1ccccc1NC(=O)c1cccc2ccccc12 (stereo not drawn)	.	24.0	.	.	-14.2	-6.2	.	-59.0	0.08
Cc1ccc(C(=O)c2ccccc2C(=O)O)s1	85.7	10.2	91.6	5.7	5.2	15.7	83.0	-9.6	0.27
O=C(Nc1cccnc1)c1ccc(Cl)c(S(=O)(=O)N2CCCCCC2)c1	71.2	12.5	90.5	10.9	-0.4	8.2	60.0	19.6	0.26
Cc1cc(=O)[nH]c(N/N=C/c2ccco2)n1	95.8	-2.0	105.2	6.9	-20.0	3.0	87.1	-23.4	0.56
CC1(C)Cc2c(c(N3CCOCC3)nc3snc(N)c23)CO1	58.2	.	3.5*	-1.7	.	.	94.5	.	-0.45
Cc1cc(C)nc(SCCn2c(N(C)Cc3ccccc3)nc3c2c(=O)n(C)c(=O)n3C)n1	99.0	2.8	115.7	12.6	-23.8	11.6	87.7	-8.5	-0.51
CCC(=O)/C=C1/Sc2ccccc2N1CC	96.6	0.9	97.4	17.2	-11.0	-31.4	97.3	-11.9	-0.04
COc1ccc(-n2c(SC)nc(O)c(Cc3ccccc3)c2=O)cc1	.	31.0	.	.	-3.7	17.9	.	-9.4	-0.44
COc1ccc2cnn(-c3ccc(C)cc3)c(=O)c2c1OC	100.7	-1.0	106.6	14.0	6.2	-12.1	100.8	1.4	-0.79
Cn1nc(-c2ccc(C(=O)O)cc2)c2ccccc2c1=O	100.8	14.6	94.3	2.4	-19.2	0.7	101.3	-137.6	1.49
CCOc1cc(NC(=O)c2ccccc2[N+](=O)[O-])c(OCC)cc1NC(=O)CC(C)C	.	-1.4	.	.	-12.8	-3.6	.	-32.7	0.75
CC(CCc1ccccc1)NC(=O)c1ccccc1 (stereo not drawn)	87.4	-0.1	102.8	11.3	1.5	18.3	117.1	-21.6	0.03
CC(=O)c1c(COC(=O)c2ccncc2)nc2ccccc2[n+]1[O-]	87.8	5.0	99.7	10.4	-8.4	-5.1	84.3	8.6	0.91
Cc1sc2ncnc(OCC(=O)NC(C)C)c2c1C	96.7	-4.0	107.4	11.1	-15.7	-4.3	91.9	-5.6	-0.36
O=c1[nH]c(NCCCO)nc2c1C1(CCCC1)Cc1ccccc1-2	86.5	.	98.0	1.6	.	.	92.2	.	-1.19
O=C(C1CCCCC1)N1CCN(S(=O)(=O)c2ccc(Cl)cc2)CC1	90.4	-17.8	99.1	7.9	-4.4	1.2	84.6	10.5	-0.65
CC(=O)c1cnc(Nc2nc(C)c3cc(C)c(C)cc3n2)nc1C	80.1	-6.7	93.6	-2.0	5.2	7.4	74.3	0.7	0
(list continues)
SMILES	HUVEC inhibit	F-actin modifier	Fibroblast inh	Smad3 FoxH1 inh	HUVEC tox TNFa	VCAM1 TNFa inh	H69AR growth 86K	HUVEC tox IL1B	PTK2B oligo ant
O=C(NC1CCCCC1)N1CCN(C(c2ccccc2)c2ccccc2)CC1	108.2	3.2	94.9	-1.9	-0.8	2.0	101.9	-9.0	-0.91
CS(=O)(=O)N1CCN(C(=O)CCC2CCCC2)CC1	93.1	-5.2	100.0	-5.3	-33.6	-8.3	99.3	7.6	0.71
COc1ccc(C)cc1NC(=O)C(=O)NCc1ccncc1	.	-1.1	.	.	-11.0	-7.8	.	0.3	0.02
Cc1cc2oc(C(=O)NCc3ccc4c(c3)OCO4)c(C)c2cc1C	99.3	-3.7	103.7	10.5	-4.9	18.3	87.5	-44.2	-0.11
COc1ccc(Nc2nc(Cl)nc(NCc3ccco3)n2)c(OC)c1	.	21.7	.	.	5.7	-9.6	.	.	-0.38
CCOC(=O)c1cc(C)n(CCc2ccccc2)c1C	105.4	4.3	98.6	-2.0	5.0	8.7	87.1	9.2	0.13
COc1ccc(CCNC(=O)C(C)Sc2ccccc2)cc1OC (stereo not drawn)	.	-15.1	.	.	-10.6	7.4	.	-14.7	0.01
Nc1ccc(C(=O)N/N=C/c2ccccc2)cc1	.	11.8	.	.	-9.0	-7.8	.	12.4	0.69
N#Cc1ccc(CSc2nnc(COc3ccccc3)n2-c2ccccc2)cc1	104.5	-0.2	96.0	6.0	-5.4	-10.8	97.3	-2.5	0.34
Cn1c(=O)c2c(nc(NCCCO)n2Cc2cccc(Br)c2)n(C)c1=O	103.6	2.3	98.9	5.6	1.3	18.0	97.3	-18.1	0.36
CC1(C)Cc2c(sc3nc(SCC(=O)O)[nH]c(=O)c23)CO1	93.4	.	92.9	5.0	.	.	107.0	.	1.67
Cc1ccc(C)c(S(=O)(=O)NCCOc2nc(NC(C)C)nc(NC(C)C)n2)c1	96.5	.	94.8	5.1	-0.4	7.2	73.8	-19.7	0.62
Cc1nn2c(N3CCN(C(=O)c4ccco4)CC3)cc(C(C)(C)C)nc2c1-c1ccc(Cl)cc1	.	-4.9	.	.	-14.3	-21.2	.	24.9	.
COc1cccc2cc(C(=O)N3CCN(c4ccccn4)CC3)c(=O)oc12	.	14.3	.	.	-10.3	-18.4	.	-5.8	-0.06
Cc1ccc(S(=O)(=O)NCc2nc3ccccc3c(=O)n2N)cc1	93.0	13.4	99.1	6.4[fluorescence artefact?]	-3.7	-0.3	88.5	-4.2	-0.18
O=C(O)c1ccc(CNCc2c(Cl)cccc2Cl)cc1	.	-12.6	.	.	10.3	4.5	.	-34.7	0.25
O=C(O)CCCCCNC(=O)c1ccc(Br)cc1	102.4	.	99.8	12.4	-6.0	-10.0	99.6	1.9	0.21
Nc1nc(SCc2nc3scc(-c4cccs4)c3c(=O)[nH]2)n[nH]1	.	11.2	.	.	-18.2	9.9	.	-2.5	0.34
COc1ccccc1NC(=O)c1csc2c1CCCC2	.	0.6	.	.	-12.8	-4.5	.	-33.8	-0.29
CCOc1ncccc1C(=O)OCC(=O)N1CCN(S(=O)(=O)c2ccc(Cl)cc2)CC1	94.0	.	100.2	5.4[fluorescence artefact?]	.	.	82.0	.	-0.95
COc1ccc2c(c1)N(C)C(=O)CC(c1ccccc1)=N2	100.5	-21.7	103.1	0.6	-2.3	-1.6	101.1	-10.9	-0.99
Brc1ccc(N=C/C=C/C=C/Nc2ccc(Br)cc2)cc1	78.4	11.8	96.0	-1.1	6.5	-2.2	66.3	-6.0	0.91
CC12CN3CC(C)(CN(C1)C3c1ccc3c(c1)OCO3)C2=O (stereo not drawn)	101.3	20.1	92.9	-17.3	1.7	20.8	91.0	-35.3	0.02
CC(NC(=O)C1CCN(S(=O)(=O)N2CCCCCC2)CC1)c1ccccc1 (stereo not drawn)	98.6	16.9	99.1	11.8	-7.1	-18.9	79.0	0.4	0.65
CCn1c(COc2ccccc2C)nnc1SCC(=O)O	96.9	-2.6	106.2	5.3	6.8	-5.3	112.5	-17.8	0.46

Three compounds drawn at random from the list so far:
SMILES	HUVEC inhibit	F-actin modifier	Fibroblast inh	Smad3 FoxH1 inh	HUVEC tox TNFa	VCAM1 TNFa inh	H69AR growth 86K	HUVEC tox IL1B	PTK2B oligo ant
O=C(O)CCCCCNC(=O)c1ccc(Br)cc1	102.4	.	99.8	12.4	-6.0	-10.0	99.6	1.9	0.21
CCOc1cc(NC(=O)c2ccccc2[N+](=O)[O-])c(OCC)cc1NC(=O)CC(C)C	.	-1.4	.	.	-12.8	-3.6	.	-32.7	0.75
CN1CCC(OC(=O)c2ccc(Br)cc2)CC1	85.8	-3.6	92.4	-4.4	-9.2	6.4	90.6	.	0.73

Further entries
SMILES	HUVEC inhibit	F-actin modifier	Fibroblast inh	Smad3 FoxH1 inh	HUVEC tox TNFa	VCAM1 TNFa inh	H69AR growth 86K	HUVEC tox IL1B	PTK2B oligo ant
c1cnc2ccc(C(c3nnnn3C3CCCC3)N3CCN4CCCC4C3)cc2c1 (stereo not drawn)	98.3	-2.6	105.4	-3.8	-14.7	3.7	94.2	-20.7	0.46
Cc1ccc(Oc2cnc3ccccc3n2)cc1	.	14.4	.	.	8.4	-11.1	.	-72.0	-0.03
CC(=O)Nc1ccc(OCC(O)CN2CCN(c3cccc(Cl)c3)CC2)cc1 (stereo not drawn)	100.0	-0.1	98.9	-16.4	5.3	-11.4	92.3	28.0	1.72
N/C(Cc1ccc(Cl)c(Cl)c1)=N\OC(=O)c1cccs1	.	1.4	.	.	-19.0	11.6	.	-60.7	0.07
c1ccc(Cc2nnc3sc(-c4cccnc4)nn23)cc1	85.8	-0.9	104.0	-0.7	-10.3	18.4	89.7	91.3*	-0.43
Cc1cc(Nc2ccccc2)n(C(=O)c2ccccc2)n1	88.4	.	94.9	3.6	-17.3	7.9	91.9	0.3	.
Cc1ccc(NC(=O)CNc2ccc(OC(C)C)cc2)c(C)c1	92.8	22.9	97.9	7.8	-29.0	2.0	81.3	40.2	-0.39
NC(=O)C1CCN(C(=O)OCc2ccccc2)CC1	.	-11.0	.	.	-22.0	4.9	.	14.4	0.07
CCn1c(SCC(=O)Nc2nc(C)cs2)nnc1-c1ccoc1C	.	-0.1	.	.	-28.7	4.3	.	-8.0	-0.8
COC(=O)C1=C(N)OC2=C(C(=O)CC(C)(C)C2)C1c1cccnc1 (stereo not drawn)	102.8	.	92.4	-0.2	.	.	97.9	.	-0.81
CN1C(=O)C(O)(CC(=O)c2ccncc2)c2ccccc21 (stereo not drawn)	91.5	-7.6	105.6	7.6	-14.0	25.2	77.4	0.8	0.16
COc1ccc(-c2nc(CN3CCC(C(=O)N4CCc5ccccc54)CC3)c(C)o2)cc1OC	70.3	.	96.3	2.1	.	.	82.1	.	.
Cc1ccc(NS(=O)(=O)c2cccc(C(=O)n3ncc(C#N)c3N)c2)c(C)c1	82.8	.	93.6	-1.6	.	.	86.4	.	0.44
Clc1ccc(-n2nnnc2-c2ccccc2)cc1Cl	92.1	.	98.4	9.3	.	.	98.4	.	-0.14
c1coc(CN(Cc2cccs2)Cc2nnnn2C2CCCCC2)c1	98.4	14.7	101.9	-0.8	-7.0	6.0	84.5	12.1	-0.03
O=C(Nc1ccc2c(c1)OCO2)c1cccc(Cl)c1	84.0	6.4	94.7	-1.5	11.7	25.0	87.3	-157.7	-0.25
CC(C(=O)N1CCCc2ccccc21)N1CCN(S(=O)(=O)c2ccccc2F)CC1 (stereo not drawn)	93.6	-8.7	100.3	-4.5	-7.1	19.0	87.5	-22.8	-0.13

From PubChem BioAssay
